Bioassay records (PubChem)
ALDH1A1 block – qHTS Assay for Inhibitors of Aldehyde Dehydrogenase 1 (ALDH1A1) | Aldehyde dehydrogenase 1A1 (Homo sapiens), P00352 | Purified ALDH1A1, NADH fluorescence, propionaldehyde substrate | Potency, µM (highest dose often 75.3 µM), for inactives: at the highest dose activity, negative = inhibition, usual class: inhibitors | actives 7.3% (n = 220,000); active = well fitted inhibition curve with a large enough effect, not every such curve was filed as active; inconclusive = small, poorly fitted or top-dose-only effect, or another doubt; inactive = no such curve, though single readings can be large or run the other way;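 note: plate controls were no enzyme wells and a reference inhibitor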
Target sequence (P00352 whole entry, looked up): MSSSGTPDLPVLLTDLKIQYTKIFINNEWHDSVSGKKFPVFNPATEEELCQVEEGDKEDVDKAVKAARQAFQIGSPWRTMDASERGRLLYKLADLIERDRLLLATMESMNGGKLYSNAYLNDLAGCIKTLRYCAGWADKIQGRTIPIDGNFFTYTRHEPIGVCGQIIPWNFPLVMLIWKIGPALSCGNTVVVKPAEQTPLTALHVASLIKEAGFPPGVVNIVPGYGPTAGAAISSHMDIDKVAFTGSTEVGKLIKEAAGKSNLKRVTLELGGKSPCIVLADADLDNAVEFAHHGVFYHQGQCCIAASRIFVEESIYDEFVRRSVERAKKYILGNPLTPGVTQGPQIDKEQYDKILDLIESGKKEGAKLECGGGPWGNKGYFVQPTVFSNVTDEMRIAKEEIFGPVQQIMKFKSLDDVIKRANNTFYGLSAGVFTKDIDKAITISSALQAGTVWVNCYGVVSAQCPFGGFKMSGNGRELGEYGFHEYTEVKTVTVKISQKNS
L3MBTL1 inh – qHTS Assay for the Inhibitors of L3MBTL1; AlphaScreen L3MBTL1–H3K9me1 peptide binding; actives 0.66% (n = 230,000); Lethal(3)malignant brain tumor-like protein 1 (Homo sapiens), Q9Y468; Potency, µM (series often up to 57.1 µM), without a hit: at the top dose activity, negative = inhibition, usual class: inhibitors; note: nearly all actives have a fitted effect of over 60% in size
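AlphaScreen assay: L3MBTL1 (50 nM final) was preincubated 30 min at room temperature with biotinylated H3(1-15)K9me1 peptide (75 nM final), then 30 min with library compounds; streptavidin donor and nickel chelate acceptor beads (10 ug/mL final) added, 30 min dark.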
TRb SRC2 PPI – qHTS for Inhibitors of the Interaction of Thyroid Hormone Receptor and Steroid Receptor Coregulator 2. TRbeta-SRC2 peptide binding, fluorescence polarization; receptor liganded with 1 µM T3. Potency, µM (titrated, usually from 106 µM), without a hit: at the top dose activity change, negative = inhibition, most hits filed as inhibitors. AID 1469, 2008. actives 0.065% (n = 280,000);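 note: plate controls were bound peptide for no effect and peptide without receptor for full effect; nearly all actives have a fitted effect of over 50% in size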
Target sequence (P10828 whole entry, looked up): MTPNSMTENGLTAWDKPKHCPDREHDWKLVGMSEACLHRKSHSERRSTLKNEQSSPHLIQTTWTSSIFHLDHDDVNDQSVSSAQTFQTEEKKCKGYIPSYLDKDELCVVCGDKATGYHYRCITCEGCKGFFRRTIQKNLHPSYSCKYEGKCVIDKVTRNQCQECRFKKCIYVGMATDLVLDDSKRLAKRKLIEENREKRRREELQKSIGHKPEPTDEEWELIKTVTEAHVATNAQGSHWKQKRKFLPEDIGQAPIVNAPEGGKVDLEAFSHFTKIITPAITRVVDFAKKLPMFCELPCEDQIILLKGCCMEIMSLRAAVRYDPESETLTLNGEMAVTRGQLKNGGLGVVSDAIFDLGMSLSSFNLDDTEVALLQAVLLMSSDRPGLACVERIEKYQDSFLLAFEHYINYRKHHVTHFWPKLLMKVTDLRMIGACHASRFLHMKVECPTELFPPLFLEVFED
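Human TRb LBD (0.6 uM) plus Texas Red-labeled SRC2 peptide (20 nM), 1uM T3, 5% DMSO, 5 hr at ambient temperature. Decreased polarization (555/632 nm) flags inhibition; data normalized to free and bound peptide controls.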
Tau fluor cs – Counterscreen qHTS for Inhibitors of Tau Fibril Formation, Fluorescence Polarization; Potency, µM (doses to about 57.7 µM), without a hit: at the top dose activity change, negative = decrease; tau K18 P301L Alexa594 fluorescence, heparin fibrillization; actives 0.93% (n = 280,000); note: nearly all actives have a fitted effect of over 55% in size
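Human K18 P301L tau (15 uM unlabeled plus 0.24 uM Alexa 594-labeled, final) in 100 mM sodium acetate pH 7 was mixed with compound and 20 uM heparin and incubated 6 hr at 37 C.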
TR SRC2 fluor cs – Total Fluorescence Counterscreen for Inhibitors of the Interaction of Thyroid Hormone Receptor and Steroid Receptor Coregulator 2; AID 1479, 2009; actives 0.29% (n = 280,000); Potency, µM (titrated, usually from 106 µM), for the others: at the highest dose fluorescence change, negative = quenching; TRb/SRC2 Texas Red total fluorescence interference; active = well fitted curve in either direction with a large enough effect; inconclusive = small, poorly fitted or top-dose-only effect
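Human TRb ligand-binding domain at 0.6 uM with 20 nM Texas Red SRC2 peptide in Tris buffer containing 1 uM T3 and 5% DMSO, incubated with compound 5 h at ambient temperature. Total fluorescence (555/632 nm) calculated as parallel + 2 × perpendicular.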
Tau fibril ThT – qHTS for Inhibitors of Tau Fibril Formation, Thioflavin T Binding; Microtubule-associated protein tau (Homo sapiens), P10636; recombinant tau K18 P301L, heparin-induced fibrillization, ThT fluorescence; Potency, µM (series often up to 57.4 µM), without a hit: at the highest dose activity, negative = inhibition, usual class: inhibitors; actives 2.1% (n = 270,000); AID 1460, 2008; note: nearly all actives have a fitted effect of over 55% in size
Target sequence (P10636 561-689 P618L limits assumed): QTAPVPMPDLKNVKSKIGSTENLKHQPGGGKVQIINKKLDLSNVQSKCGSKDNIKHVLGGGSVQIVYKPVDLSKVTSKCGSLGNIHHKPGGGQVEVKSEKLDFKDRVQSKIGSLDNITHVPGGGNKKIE
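Heparin-induced fibrillization of the P301L-mutant K18 repeat-domain fragment of human tau was followed by ThT binding in quantitative high-throughput format.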
GLA spleen mod – qHTS Assay for Inhibitors and Activators of Human alpha-Galactosidase From Spleen Homogenate. AID 2107, 2009. human spleen homogenate, 4MU-alpha-Gal fluorescence, 40 min. actives 0.008% (n = 240,000). Alpha-galactosidase A (Homo sapiens), P06280. Potency, µM (doses to about 80 µM), without a hit: top-dose activity change, negative = inhibition, actives largely listed as inhibitors;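 note: 0% = enzyme with vehicle and -100% = no enzyme basal signal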
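Fluorogenic readout (Ex 365/Em 440 nm) of 4-methylumbelliferone released from 1 mM 4-MU-alpha-galactoside by spleen homogenate, 40 min at 37C, pH 5.0. Data normalized to no-enzyme and enzyme controls; Hill-equation AC50 from compound titrations.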
Tau FP inhib – qHTS for Inhibitors of Tau Fibril Formation, Fluorescence Polarization | actives 0.39% (n = 280,000) | K18 P301L tau heparin fibrillization, Alexa594 FP, 6 h | Potency, µM (top dose mostly 57.7 µM), for the others: top-dose activity, negative = inhibition, hits mostly inhibitors; note: nearly all actives have a fitted effect of over 55% in size
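Heparin (20 uM) drove fibril formation of recombinant tau K18 P301L, 15 uM unlabeled with 0.24 uM Alexa 594 label, for 6 hr at 37 C in 100 mM sodium acetate pH 7. Fluorescence polarization (555/632 nm) read 1 hr after 30 uM ThT.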
* marks the source's active call; other numbers are inactive results; u = inconclusive; x = not tested or not shown; & = joins results of further samples; [ ] = remark or other dose. Unless noted, calls come from the whole dose curve; as a rule, active = well fitted curve in the direction sought with a large enough effect; inconclusive = small, poorly fitted or top-dose-only effect, or another doubt; inactive = no such curve, though single readings can be large; an effect the other way counts as inactive or inconclusive. Unless noted, % is set by controls: 0 for no effect and ±100 for the full control effect; potency is the fitted concentration of half-maximal effect.

mol	L3MBTL1 inh	Tau fluor cs	TRb SRC2 PPI	Tau FP inhib	Tau fibril ThT	TR SRC2 fluor cs	GLA spleen mod	ALDH1A1 block
COc1cccc(NC(=O)COC(=O)CC(NC(N)=O)c2ccc(Cl)cc2)c1 (stereo unspecified)	x	6%	-2%	1%	13%	0%	2%	x
Cc1cc2occ(CC(=O)Nc3nnc(C4CC4)s3)c2cc1C	x	-7%	11%	3%	-3%	-1%	2%	1%
Cn1c(CC(=O)Nc2ccc(Cl)c(Cl)c2)nnc1SCC(=O)NCc1ccccc1	24%	0%	1%	u	5%	-2%	8%	8%
COc1ccc(N(C(=O)CCl)C(C(=O)NC2CCCCC2)c2cccnc2)cc1 (stereo unspecified)	2%	8%	-5%	u	-17%	0%	-8%	-1%
COc1ccc(-n2nc(C(=O)Nc3ccc4c(c3)OCO4)c3ccccc3c2=O)c(OC)c1	x	-15%	0%	0%	-6%	1%	4%	1%
N/C(=N\OC(=O)c1ccccc1)c1cccnc1	6%	2%	1%[53 µM]	6%	-2%	-2%[53 µM]	2%	6%
O=C(Nc1nc(-c2cccnc2)cs1)c1ccccc1[N+](=O)[O-]	2%	-6%	-5%	6%	0%	0%	1%	13%
Cc1ccc(C(=O)c2c(NC(=O)c3cccnc3)sc3c2CCCC3)cc1	-17%	-14%	2%	7%	u	1%	-18%	-14%
COc1ccc2c(CN(C)c3ccccc3)cc(=O)oc2c1	x	-25%	-14%	1%	-15%	0%	-15%	u
Cc1onc(-c2ccccc2)c1C(=O)Nc1nnc(N(C)Cc2ccccc2)s1	x	-22%	1%	-3%	-11%	-1%	-1%	u
CC(C)(C)C(=O)Nc1cc(S(=O)(=O)Nc2ccc(Cl)cc2)ccc1Cl	6%	u	11%	-14%	0%	-3%	4%	-13%
COc1ccc(OC)c(/C=c2\sc3nc(-c4cccs4)nn3c2=O)c1	-8%	-20%	-1%	u	u	-4%	6%	7%
O=C(COc1c(F)c(F)c(C(F)(F)F)c(F)c1F)Nc1ccc(N2CCOCC2)c(Cl)c1	5%	u	-3%	6%	-20%	0%	-8%	u
Cc1ccccc1N(CC(=O)NCCc1ccccc1)C(=O)c1ccc(N2CCCC2)nc1	-5%	-10%	2%	-8%	-9%	1%	7%	3%
COCCSc1nnc(NC(=O)c2ccc(OC)c([N+](=O)[O-])c2)s1	x	-11%	-3%	6%	-10%	-7%	5%	u
COc1ccc(CCNc2ncnc3cc(OC)c(OC)cc23)cc1OC	-2%	-1%	4%	9%	-10%	-3%	-10%	-3%
CC(=O)c1sc(=S)n(-c2ccccc2)c1C	-3%	-1%	-5%	1%	-4%	1%	3%	-6%
COc1ccc(S(=O)(=O)N2CCN(c3cccc(C)c3C)CC2)c2ccccc12	x	-13%	3%	-8%	0%	-4%	x	x
CN1CCN(C(=O)/C(=C\c2cccs2)NC(=O)c2ccco2)CC1	3%	7%	4%	4%	3%	0%	8%	5%
CCCCc1ccc(NC(=O)CSc2nc3ccccc3nc2N2CCCCC2)cc1	x	u	1%	-3%	u	-14%	x	x
Cc1c(C(=O)O)oc2c3c(ccc12)OCCO3	-2%	-11%	-8%	-1%	-12%	-4%	-9%	u
CCn1c(COc2ccc(C)cc2)nc2ccccc21	10%	-23%	-2%	-7%	u	0%	-4%	-3%
CC12C=C(/C=C/C=C/c3ccco3)C(C)(C1)C(/C=C/c1ccco1)CC2=O (stereo unspecified)	x	-16%[11.6 µM]	9%[11.2 µM]	u	u	-17%[11.2 µM]	-3%[17.5 µM]	-14%[13.5 µM]
Cc1cnn(-c2nc(-c3ccccc3)cc(-c3ccccc3)n2)c1	48%[activator]	-16%	-1%	-8%	u	-1%	2%	2%
COCn1c2ccccc2c2nnc(C(C)=O)nc21	x	1%&2%[11.6 µM]	-1%&-2%[11.2 µM]	-2%&-3%[11.6 µM]	-4%&1%[11.5 µM]	-9%&-3%[11.2 µM]	-6%&21%[17.5 µM]	-7%&-1%[13.5 µM]
O=C(Nc1ccc2nc(SCC(=O)N3CCc4ccccc43)sc2c1)c1ccc(F)cc1	x	-19%	-8%	u	u	1%	x	x
O=S(=O)(c1ccc(S(=O)(=O)N2CCN(C3CCCCC3)CC2)cc1)N1CCCCCC1	8%	6%	-14%	3%	3%	-1%	5%	-5%
O=C(c1cccnc1)N1C2CCC1CC(O)(c1ccc(F)cc1)C2 (stereo unspecified)	0%	0%	-5%	-8%	-3%	-4%	-6%	1%
Cn1cc(/C=N/Nc2ccccc2)c2ccccc21	-10%	u	-1%	7%	u	3%	-3%	8.9µM*
CN(C)c1nc(Oc2ccc(N)cc2)nc(N(C)C)n1	-14%	-6%	-8%	4%	-6%	-3%	-2%	u
N#CCC(=O)N/N=C/c1ccc(OS(=O)(=O)c2ccccc2)cc1	-8%	u	0%	-14%	-19%	1%	0%	u
Cc1cc(C)c(NS(=O)(=O)c2cccc3cccnc23)c(C)c1	x	-14%	-2%	1%	-6%	-5%	-20%	2%
CCCc1c(C)nn(-c2ncccc2[N+](=O)[O-])c1C	-2%	-5%	0%	-2%	-7%	-2%	4%	-11%
Cc1cc(NC(=O)CCC(=O)N(Cc2ccco2)C(C)(C)C(=O)NC2CCCCC2)no1	-2%	8%	-6%	8%	-12%	1%	-4%	-2%
CN(C)c1cc[n+](CC(=O)Nc2ccc(OC(F)F)cc2)cc1	11%	0%	0%	u	-2%	-2%	4%	11%
CCCn1cnc2cc(NCc3cccs3)ccc21	-13%	-15%	3%	-4%	-7%	-3%	-1%	x
COCCCNC(=O)C(=O)N/N=C/c1ccc(OCC(=O)Nc2cccc(Cl)c2C)c(OC)c1	0%	-1%	-9%	1%	-22%	0%	6%	40%[activator]
N#Cc1cccc(NC(=O)c2ccc3c(c2)N(Cc2cccc(Cl)c2)C(=O)c2ccccc2S3(=O)=O)c1	x	-22%	1%	13µM*	16%	-1%	x	x
COc1cc2c(cc1NC(=O)CN(C)Cc1cccc(OC)c1OC)oc1ccccc12	17%	4%	-5%	-2%	8%	-9%	5%	-6%
CCC(C)NC(=O)CSC1=Nc2ccccc2C2=NC(CC(=O)NCc3ccccc3)C(=O)N12 (stereo unspecified)	-17%	0%	-4%	2%	-3%	-6%	14%	u

Rewritten with values under each structure: part of the list above.
Each structure is followed by: L3MBTL1 inh | Tau fluor cs | TRb SRC2 PPI | Tau FP inhib | Tau fibril ThT | TR SRC2 fluor cs | GLA spleen mod | ALDH1A1 block
- N#Cc1cccc(NC(=O)c2ccc3c(c2)N(Cc2cccc(Cl)c2)C(=O)c2ccccc2S3(=O)=O)c1
→ x | -22% | 1% | 13µM* | 16% | -1% | x | x
- COc1cc2c(cc1NC(=O)CN(C)Cc1cccc(OC)c1OC)oc1ccccc12
→ 17% | 4% | -5% | -2% | 8% | -9% | 5% | -6%

Next part
mol	L3MBTL1 inh	Tau fluor cs	TRb SRC2 PPI	Tau FP inhib	Tau fibril ThT	TR SRC2 fluor cs	GLA spleen mod	ALDH1A1 block
O=C(NC1CCCCC1)n1c(=O)oc2ccc(Cl)cc21	19%	-2%	6%	6%	-5%	1%	6%	9%
Cc1ccc(NC(=O)CS(=O)CC(=O)N(CC(=O)NC2CCCC2)c2cccc(C)c2C)cc1 (stereo unspecified)	-3%	2%	-7%	8%	1%	0%	-2%	2%
CCc1ccc(N=C2N=C(N)c3ccccc32)cc1	x	u	2%	-2%	u	-6%	3%	5%
COc1ccc(C)cc1NC(=O)CCS(=O)(=O)c1cc2c3c(c1)CCN3C(=O)CC2	x	-9%	3%	-1%	-9%	-1%	x	x
CC(C)(C)NC(=O)COC(=O)CNC(=O)c1cc(Cl)cc([N+](=O)[O-])c1	-2%	-3%	0%	-6%	-1%	-5%	5%	8%
COc1cccc2c1C(=O)CC(c1ccccc1)O2 (stereo unspecified)	x	-4%	1%	1%	-6%	-1%	16%	u
CC1(C)CC(NC(=O)c2ccc3c(c2)OCO3)CC(C)(C)N1	0%	6%	-4%	-2%	8%	1%	9%	-14%
CCn1c(CCNC(=O)c2ccc(OC)cc2)nnc1SCc1ccc(Cl)c(Cl)c1	1%	-1%	7%	5%	-7%	-4%	-5%	2%
Cc1ccc(NC2=CC(=O)C(=O)c3ccccc32)cc1	u	u	-9%	u	25µM*	-8%	-11%	u
COc1ccc(N(CC(=O)Nc2cccc(N(C)S(C)(=O)=O)c2)S(=O)(=O)c2ccc(C)cc2)cc1	-5%	-23%	0%	8%	4%	-5%	-6%	u
Cc1oc(C(N)=O)nc1-c1ccccc1	-1%	4%	6%	-2%	5%	1%	4%	u
CCOCCCNC(=O)Cn1cc2c(n1)-c1c(oc(C(=O)N3CCCC3)c1C)CC2	x	-4%	1%	-1%	-5%	0%	x	x
Cc1ccc(Cn2nc(C)c(NC(=O)C3(C)CC3(Br)Br)c2C)cc1 (stereo unspecified)	9%	2%	0%	8%	-5%	2%	6%	2%
NC(=S)NC1CC2CC1C1C=CCC21 (stereo unspecified)	14%	-5%	3%	5%	-5%	0%	1%	x
COc1cccc(/C(O)=C2/C(=O)C(=O)N(c3ccccn3)C2c2ccc(OC)c(OC)c2)c1 (stereo unspecified)	2%	5%	7%	-1%	-5%	0%	-6%	4%
CCOC(=O)C1CCN(c2cc3c(cc2NC(=O)c2ccc(OC)c(OC)c2)n(C)c(=O)n3C)CC1	x	-16%	-7%	0%	-20%	-1%	x	x
CCN(CC)c1ccc(Nc2nc(N3CCOCC3)c3ccccc3n2)cc1	x	u	-6%	17%	u	-3%	0%	u
O=C(CN1CCOCC1)NN=C(c1ccccc1)c1ccccc1	5%	2%	-5%	-1%	2%	-3%	3%	4%
